Assay outcomes from PubChem BioAssay.
GLS inh: qHTS for Inhibitors of Glutaminase (GLS) | Glutaminase kidney isoform, mitochondrial (Homo sapiens), O94925 | GLS enzymatic activity, qHTS titration | Potency, µM (top dose mostly 45.5 µM), inactives show at the highest dose activity change, negative = inhibition, most hits filed as inhibitors | 0.21% of 410,000 active; note: potency is the fitted concentration of half-maximal effect; % is set by controls: 0 for no effect and ±100 for the full control effect
Target sequence (O94925 whole entry, looked up, canonical isoform): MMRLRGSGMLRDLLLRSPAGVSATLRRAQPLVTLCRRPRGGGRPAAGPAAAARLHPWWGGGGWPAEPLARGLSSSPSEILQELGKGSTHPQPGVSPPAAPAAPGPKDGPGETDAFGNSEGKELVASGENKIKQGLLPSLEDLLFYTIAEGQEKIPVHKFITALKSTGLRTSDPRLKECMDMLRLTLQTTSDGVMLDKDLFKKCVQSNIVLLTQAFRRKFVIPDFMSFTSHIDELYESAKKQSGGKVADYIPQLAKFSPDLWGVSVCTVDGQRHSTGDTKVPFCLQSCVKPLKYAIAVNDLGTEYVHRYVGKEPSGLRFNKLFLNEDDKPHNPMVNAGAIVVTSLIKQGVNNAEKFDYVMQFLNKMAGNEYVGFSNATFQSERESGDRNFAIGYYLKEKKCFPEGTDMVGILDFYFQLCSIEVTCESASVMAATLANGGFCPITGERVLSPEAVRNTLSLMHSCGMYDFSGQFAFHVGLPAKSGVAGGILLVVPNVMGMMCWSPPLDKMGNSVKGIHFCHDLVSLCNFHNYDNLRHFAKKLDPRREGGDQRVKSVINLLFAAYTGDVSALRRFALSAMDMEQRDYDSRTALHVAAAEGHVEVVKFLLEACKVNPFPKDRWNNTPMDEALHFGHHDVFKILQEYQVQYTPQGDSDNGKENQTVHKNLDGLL
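hKGA in 45 mM KH2PO4 (pH 8.2), 0.02% Tween-20 with compound, then 1mM L-Glutamine (stock as added) plus glutamate oxidase/HRP/Amplex red coupling mix. Fluorescence read initially and after 30 min at RT; signal change reflects glutamate formation.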
ERG-DNA inh: qHTS for Small Molecule Inhibitors of the ERG Ets/DNA interaction; Transcriptional regulator ERG (Homo sapiens), P11308; fluorescence polarization, His-ERG Ets domain / labelled DNA; Potency, µM (series often up to 76.9 µM), for the others: top-dose FP activity, negative = inhibition, hits mostly inhibitors; 0.028% of 370,000 active; AID 624246, 2012; active = well fitted inhibition curve with a large enough effect in the polarisation, with a control signal flat; inconclusive = small, poorly fitted or top-dose-only effect, or effect the other way, or a change in a side signal; inactive = no such curve, though single readings can be large or run the other way; the % refers to the polarisation;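 note: polarization taken with two DNA probes labelled with fluorescein and Texas red; potency is the fitted concentration of half-maximal effect; % of control where 0% means no effect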
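His-tagged ERG Ets domain (1 uM in the protein solution; 300mM KCl, 50mM Tris-HCl, 1mM EDTA, 1mM DTT, pH 7.5) received compound, then a probe mix of 5 nM fluorescein-DNA and 100nM Texas-615-DNA. Fluorescence polarization was read for both dyes.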
Pin1 inh: qHTS Assay to Find Inhibitors of Pin1; Peptidyl-prolyl cis-trans isomerase NIMA-interacting 1 (Homo sapiens), Q13526; Pin1 FP peptide displacement, HiFluor488, 10 min; 0.009% of 390,000 active; Potency, µM (highest dose often 115 µM), for inactives: at the top dose activity, negative = inhibition, most hits filed as inhibitors; active = well fitted inhibition curve with a large enough effect in the polarisation, with a control signal flat, not every such curve was filed as active; inconclusive = small, poorly fitted or top-dose-only effect, or effect the other way, or a change in a side signal; inactive = no such curve, though single readings can be large or run the other way; the % refers to the polarisation; note: potency is the fitted concentration of half-maximal effect; % is set by controls: 0 for no effect and ±100 for the full control effect
Target sequence (Q13526 whole entry, looked up): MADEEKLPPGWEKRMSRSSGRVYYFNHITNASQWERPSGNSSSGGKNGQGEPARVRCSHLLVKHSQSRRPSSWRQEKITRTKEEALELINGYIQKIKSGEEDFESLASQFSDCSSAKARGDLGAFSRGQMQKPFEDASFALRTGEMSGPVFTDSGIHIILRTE
JMJD2A Tudor: qHTS Assay for Inhibitors of JMJD2A-Tudor Domain. Lysine-specific demethylase 4A (Homo sapiens), O75164. AlphaScreen JMJD2A-Tudor / H3K4me3 peptide binding. Potency, µM (series often up to 114 µM), for inactives: at the highest dose activity change, negative = inhibition, actives largely listed as inhibitors. 4.4% of 390,000 active; note: potency is the fitted concentration of half-maximal effect; % is set by controls: 0 for no effect and ±100 for the full control effect; nearly all actives have a fitted effect of over 50% in size
G9a block: qHTS Assay for Inhibitors of Histone Lysine Methyltransferase G9a; G9a H3K9 monomethylation, AlphaScreen, 2 h; Potency, µM (top dose mostly 102 µM), inactives show at the highest dose activity, negative = inhibition, usual class: inhibitors; 8.8% of 350,000 active; note: potency is the fitted concentration of half-maximal effect; % is set by controls: 0 for no effect and ±100 for the full control effect; nearly all actives have a fitted effect of over 75% in size
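Signal arises when biotinylated H3K9 peptide, once monomethylated, bridges streptavidin donor and antibody-captured acceptor beads. Enzyme at 20 nM was preincubated 15 min with test compounds; peptide 500 nM and SAM 20 uM then reacted for 2 h.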
BAZ2B block: qHTS Assay for Inhibitors of BAZ2B; Potency, µM (titrated, usually from 114 µM), without a hit: at the highest dose activity change, negative = inhibition, most hits filed as inhibitors; 4.4% of 360,000 active; Bromodomain adjacent to zinc finger domain protein 2B (Homo sapiens), Q9UIF8; AID 504333, 2011; AlphaScreen BAZ2B-H3K14Ac peptide displacement; note: potency is the fitted concentration of half-maximal effect; % is set by controls: 0 for no effect and ±100 for the full control effect; nearly all actives have a fitted effect of over 60% in size
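Complex of BAZ2B and biotin-H3K14Ac (50 nM apiece) forms over 30 min at RT, then faces library compounds up to 110 uM for another 30 min; AlphaScreen beads added, 20 min dark incubation, luminescence read.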
HP1b chromo inh: HTS for Inhibitors of HP1-beta Chromodomain Interactions with Methylated Histone Tails. Chromobox protein homolog 1 (Homo sapiens), P83916. AlphaScreen HP1-beta / biotin-H3K9me3 peptide binding. Potency, µM (doses to about 114 µM), inactives show at the top dose activity change, negative = inhibition, usual class: inhibitors. 0.56% of 390,000 active; note: potency is the fitted concentration of half-maximal effect; nearly all actives have a fitted effect of over 70% in size; inactives centre near 23
Target sequence (P83916 whole entry, looked up): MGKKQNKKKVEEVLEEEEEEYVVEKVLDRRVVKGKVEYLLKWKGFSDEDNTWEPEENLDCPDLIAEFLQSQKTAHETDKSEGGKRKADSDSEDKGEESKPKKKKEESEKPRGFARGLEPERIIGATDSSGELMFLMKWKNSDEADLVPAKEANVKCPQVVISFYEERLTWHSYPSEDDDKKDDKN
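AlphaScreen: HP1-beta (50 nM) preformed 30 min with biotin-H3(1-18)K9me3 peptide (50 nM) in PBS pH 7.4, 0.01% Tween-20. Compound added for 30 min at RT, then streptavidin donor/nickel chelate acceptor beads (10 ug/mL) for 30 min.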
PI4K2A inh: qHTS for small molecular inhibitors of PI4K2A; Phosphatidylinositol 4-kinase type 2-alpha (Homo sapiens), Q9BTU6; purified PI4K2A, ADP-Glo luminescence, 1 h; active compounds read low; activity change, negative = inhibition, % at 76.9 µM; 0.13% of 420,000 active; AID 1346378, 2018; in the data active = activity change below about -50%; inconclusive = mostly about -30% to -49%;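 note: -100% = wells without enzyme as full effect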
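In this quantitative HTS, ADP production by PI4K2A was quantified luminescently after 1 h at ambient temperature; 100 microM adenosine served as plate-quality control.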
Tb PGK inh: qHTS Assay to Find Inhibitors of Phosphoglycerate Kinase. Phosphoglycerate kinase, glycosomal (Trypanosoma brucei brucei), P07378. PGK/GAPDH coupled, Kinase-Glo luminescence, 60 min. Potency, µM (top dose mostly 57.5 µM), for inactives: top-dose activity change, negative = inhibition, most hits filed as inhibitors. 0.043% of 380,000 active. AID 602233, 2012; note: potency is the fitted concentration of half-maximal effect; % is set by controls: 0 for no effect and ±100 for the full control effect; nearly all actives have a fitted effect of over 60% in size
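Recombinant glycosomal PGK reaction used 1,3-bisphosphoglycerate generated in-well by GAPDH (100nM final) in 100mM TEA pH 7.6, 5mM MgCl2, 0.01% Tween-20. After 60 minutes at room temperature, ATP was read by Kinase-Glo Plus luminescence end-point.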
Starred values were filed as active, the others as inactive; i = inactive; ? = inconclusive; · = no result given; [ ] = remark or other dose. Unless noted, calls come from the whole dose curve; as a rule, active = well fitted curve in the direction sought with a large enough effect; inconclusive = small, poorly fitted or top-dose-only effect, or another doubt; inactive = no such curve, though single readings can be large; an effect the other way counts as inactive or inconclusive.

A first look, two compounds:
GLS inh | ERG-DNA inh | Pin1 inh | JMJD2A Tudor | G9a block | BAZ2B block | HP1b chromo inh | PI4K2A inh | Tb PGK inh | SMILES
21% | -10% | -2% | ? | ? | ? | -21% | -1 | -8% | C=CCOC(=O)C(C#N)c1nc2ccccc2nc1N1CCN(c2ccccc2OCC)CC1 (centres undefined)
-29% | 11% | 1% | 18µM* | 12%[59 µM] | -19% | ? | -5 | i | Cc1cc(C)nc(SCC(=O)NN=C2CCCC2)n1

Results, from the first entry:
GLS inh | ERG-DNA inh | Pin1 inh | JMJD2A Tudor | G9a block | BAZ2B block | HP1b chromo inh | PI4K2A inh | Tb PGK inh | SMILES
21% | -10% | -2% | ? | ? | ? | -21% | -1 | -8% | C=CCOC(=O)C(C#N)c1nc2ccccc2nc1N1CCN(c2ccccc2OCC)CC1 (centres undefined)
-29% | 11% | 1% | 18µM* | 12%[59 µM] | -19% | ? | -5 | i | Cc1cc(C)nc(SCC(=O)NN=C2CCCC2)n1
-3% | 5% | 0% | -14% | -10%[59 µM] | -2% | 27% | 3 | i | COc1ccccc1C(=O)OCC(=O)N1CCC(Cc2ccccc2)CC1
0% | -3% | -4% | -17% | -23% | 0% | 41%[activator] | 1 | -5% | Cc1ccccc1NC(=O)CN1C(=O)S/C(=C/c2cccnc2)C1=O
2% | -11% | -1% | -12% | · | · | 35% | -2 | -1% | CC[C@]12c3[nH]c4ccccc4c3CCN1C(=O)C(CC(=O)NCc1ccc(OC)c(OC)c1)C[C@@H]2C(=O)N1CCN(C(=O)C2CC2)CC1 (some centres undefined)
1% | 4% | -2% | -17% | -3%[2.33 µM] | 14% | 30% | 1 | -6% | CCn1cc(C2=NOC(C(=O)Nc3ccccc3C(=O)OC)C2)c(C)n1 (centres undefined)
-13% | 2% | ? | 56µM* | -22%[59 µM] | ? | ? | ? | -8% | C=CCn1c(SCC(=O)NCCCC)nc2scc(-c3ccco3)c2c1=O
-7% | 11% | 0% | -23% | 3% | 5% | 12% | 7 | i | Cc1sc(NC(=O)CS(=O)(=O)c2ccccc2)c(C(N)=O)c1C
28% | 4% | 5% | -18% | 8% | 1% | 17% | -5 | -7% | CCN(CC)c1ccc(N2C(=NC(=O)C3CCCO3)SC3CS(=O)(=O)CC32)cc1 (centres undefined)
-1% | 7% | 14% | ? | ? | -12% | 10% | -6 | 8% | COc1cc(NCC(=O)Nc2cccc(S(=O)(=O)N3CCCCC3)c2)cc(OC)c1OC
1% | -4% | -10% | -17% | -2%[12.7 µM] | 1% | 38% | 2 | 8% | CCc1cc(CNC(=O)C2CCC(=O)N(Cc3cccc(F)c3)C2)on1 (centres undefined)
1% | -6% | 4% | -17% | 19%[12.7 µM] | ? | 5% | -2 | i | COc1ccc(Cl)cc1NC(=O)CCN1CCN(C)CC1
2% | -4% | 6% | -6% | 22%[59 µM] | -4% | 43%[activator] | 7 | 3% | CCOC(=O)C(NC(=O)c1ccc(OC)cc1)(N1CCOCC1)C(F)(F)F (centres undefined)
-3% | 5% | 11% | 14% | 11% | -1% | 12% | -6 | 6% | Cc1ccc[n+](C(C)C(=O)Nc2ccc(C)c([N+](=O)[O-])c2)c1 (centres undefined)
7% | 0% | 5% | -4% | 6%[59 µM] | -16% | 39%[activator] | -7 | -9% | Cc1cc(C)c(NC(=O)CSc2nc(C)cc(C)c2C#N)c(C)c1
-3% | 2% | 51%[activator] | -4% | -2%[59 µM] | -2% | 52%[activator][57 µM] | -6 | 0% | CCc1c(C)nc(SCc2nc(-c3ccccc3)no2)[nH]c1=O
3% | -4% | 5% | -29% | ? | -4% | 36% | 2 | 2% | Cc1nc2sc(C(=O)c3ccccc3)c(N)c2c2c1CCCC2
5% | -5% | -3% | -8% | ? | 5% | 27% | 5 | -2% | CC1(C)OC(=O)C(=CNc2ccccc2)C(=O)O1
2% | -6% | -2% | 8% | 6% | -2% | 57%[activator] | -1 | -9% | O/N=C/c1cn(-c2ccccc2)nn1
15% | -4% | 20% | 9% | 11% | 17% | 82%[activator] | -13 | -1% | COc1cc(NC2CCCCC2O)c2nc(-c3ccc(Cl)cc3)ccc2c1 (centres undefined)
-4% | 8% | 1% | -13% | -6% | -28% | 25% | 4 | -10% | CC(=O)Nc1cccc(-c2csc(Nc3ccc(Cl)cn3)n2)c1
4% | 7% | 1% | -17% | ? | -37% | 10% | -6 | -10% | COc1cccc(/C=N/Nc2snc(SC)c2C#N)c1
-19% | 5% | -2% | -17% | · | · | 29% | 4 | i | O=c1cc(S(=O)(=O)Cc2ccccc2)[nH]c(=O)[nH]1
6% | -2% | -3% | -14% | -47%[59 µM] | 6% | 13% | 2 | -7% | CCCCN(C)C(=O)Cn1cnc2sc(C)cc2c1=O
5% | -3% | 0% | -3% | 4% | · | 25% | 1 | 0% | CCN(CC(=O)Nc1ccccc1OC)CC(=O)Nc1ccccc1C(F)(F)F
41%[activator] | · | -2% | -16% | 6%[59 µM] | -5% | 15% | 3 | · | CC1(C)C(c2ccccn2)=[N+]([O-])C(C)(C)N1O
1% | -2% | 0% | -13% | ? | -34% | -25% | 53 | -7% | Nc1nc2ccc(NC(=O)c3ccco3)cc2s1
-3% | -10% | 0% | -14% | 33% | -17% | 36% | -3 | -2% | COc1cc(NC(=O)c2ccc3c(c2)OCCO3)ccc1NC(=O)c1ccccc1Cl
11% | 0% | -6% | -11% | -31% | -20% | 35% | 3 | 10% | Cc1cc2[nH]c(=O)c(=O)[nH]c2cc1S(=O)(=O)Nc1cccc(Cl)c1
-5% | 6% | -5% | -8% | 41%[59 µM] | 47%[activator] | 69%[activator] | 2 | · | Cc1ccccc1Cn1c(COc2ccc(Cl)cc2)nc2ccccc21
8% | -3% | 4% | -5% | ? | · | 74%[activator] | -5 | 0% | CC(=O)NCc1ccc(C(=O)CCl)cc1
3% | 8% | -2% | -15% | 21% | -21% | 8% | -7 | i | COc1ccc(NC(=O)CN(C)C(=O)c2ccc(-c3cccc(C(F)(F)F)c3)o2)cc1
-1% | -9% | -1% | -7% | -13% | 8% | 26% | -4 | -2% | CC(C)(C)SC(=O)CC1NS(=O)(=O)OCC1NC(=O)OCC(Cl)(Cl)Cl (centres undefined)
3% | 0% | 6% | -10% | · | · | 24% | 1 | 0% | COc1ccc(N2CCN(C(=O)COC(=O)[C@@H](NC(=O)c3c(F)cccc3F)C(C)C)CC2)cc1
-2% | 0% | -9% | -30% | ? | -6% | 43%[activator] | -7 | -9% | Cc1ccccc1Cn1nc(C)c(NC(=O)c2noc3c2CCc2ccccc2-3)c1C
-2% | 18% | 6% | -19% | -4% | ? | 26% | -3 | · | O=C1CN(C(=O)c2ccccc2[N+](=O)[O-])C(c2ccccc2)c2cc(Br)ccc2N1 (centres undefined)
-26% | -13% | ? | -17% | 26%[59 µM] | 0% | 22% | 2 | -10% | Nc1c(NCc2ccccc2)c(=O)[nH]c(=O)n1Cc1ccccc1
-1% | 9% | -15% | -10% | 4%[59 µM] | -11% | 44%[activator] | -3 | -2% | C/C(=N/NC(=O)C1CCCCC1)c1ccc([N+](=O)[O-])cc1
1% | 6% | 12% | -17% | 6%[2.33 µM] | 3% | 27% | -3 | 0% | O=C(NCc1ccccc1)C1(c2ccccc2)CCN(S(=O)(=O)c2ccccc2)CC1
3% | -4% | 3% | -14% | -3%[59 µM] | -17% | 14% | 0 | -1% | COCc1cc(C)nc(SCC[N+](C)(C)CC(=O)c2ccccc2)c1C#N
-5% | 7% | 15% | -3% | 45µM* | -32% | 34% | -2 | -9% | Cc1ccc(N(CCC#N)C(=O)COC(=O)C2CCN(S(=O)(=O)c3ccc(C)c(C)c3)CC2)cc1
3% | 1% | 0% | -18% | -6% | -3% | 17% | -1 | -5% | CC(=O)c1ccc(OCc2cc(C(=O)N(C)Cc3ccccn3)no2)cc1
0% | -4% | 4% | -19% | 22% | -4% | 12% | -3 | -5% | CC1CCCCN1CCCNC(=O)C1CCN(c2nnc(-n3cccc3)s2)CC1 (centres undefined)
-5% | 4% | 21% | -15% | -23%[59 µM] | -16% | 15% | -2 | -10% | O=C(Nc1ccc2nc(SCC(=O)N3CCCC3)sc2c1)c1cccc(Br)c1
4% | 9% | -6% | -16% | 10%[12.7 µM] | 3% | 29% | 5 | i | Cc1ccc(S(=O)(=O)NCCC(=O)NCc2ccccc2)cc1

Reprinted at random: 2 records from the list, in no set order.
GLS inh | ERG-DNA inh | Pin1 inh | JMJD2A Tudor | G9a block | BAZ2B block | HP1b chromo inh | PI4K2A inh | Tb PGK inh | SMILES
4% | 9% | -6% | -16% | 10%[12.7 µM] | 3% | 29% | 5 | i | Cc1ccc(S(=O)(=O)NCCC(=O)NCc2ccccc2)cc1
-5% | 4% | 21% | -15% | -23%[59 µM] | -16% | 15% | -2 | -10% | O=C(Nc1ccc2nc(SCC(=O)N3CCCC3)sc2c1)c1cccc(Br)c1
